Gli-Sufu antag = Gli-Sufu pathway antagonists, primary screen, luciferase luminescence, Sufu-KO-LIGHT cells, uHTS | Sufu-KO-LIGHT fibroblasts, Gli luciferase reporter luminescence | inhibition, % at 5 µM | 0.74% of 340,000 active | AID 588413, 2011;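 active means inhibition above about 55%, limit read from the data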;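 further: 0% = DMSO-treated cells and 100% = wells with medium but no cells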
Jurkat NFkB inh = inhibitors of induced NF-kB luciferase reporter, primary screen, TCR NF-kB activation inhibitor project, cell-based, luminescence, uHTS; 0.53% of 330,000 active; Jurkat, PMA/ionomycin-induced NF-kB luciferase reporter; inhibition, % at 4 µM; in the data active means inhibition above about 50%
697 NFkB inh = inhibitors of PMA/ionomycin-induced NF-kB reporter, 697 cells, primary screen, B-cell NF-kB inhibitor project, cell-based, luminescence, uHTS | 697 B-cell NF-kB luciferase reporter, 16 h | inhibition, % at 4 µM | 0.33% of 330,000 active; in the data active means inhibition above about 35%
XBP1 UPR activ = activators of adaptive XBP1 UPR arm, primary screen, cell-based, CHO-XBP1 luciferase reporter, luminescence, uHTS; IRE1-XBP1 UPR activation; percent of tunicamycin response, DMSO as zero; activation, % at 20 µM; 0.33% of 330,000 active; AID 463104, 2010;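 active means versus positive control, 20 µM dose yields 30% or more activation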;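 further: 100% = tunicamycin at 10 µg/mL and 0% = DMSO only wells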
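Material – CHO cell line with stable XBP1 luciferase reporter · Buffer or medium – F12 plus 10% FBS · Compound – single point, 20 µM final compound, 1% DMSO · Schedule – 16-18 h cell attachment at 37 °C, then 6 h compound exposure · Signal – Steady-Glo luminescence read · Benchmarks – high control tunicamycin 10 µg/mL final, low control DMSO vehicle only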
EBI2 block = EBI2 receptor antagonists, beta-arrestin recruitment, primary screen, cell-based, luminescence, 7a,25-OHC stimulation, uHTS; G-protein coupled receptor 183 (Homo sapiens), P32249; 7a,25-OHC stimulated; inhibition, % at 5 µM; 0.81% of 360,000 active; AID 651636, 2012; in the data active means inhibition above about 38%;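 further: enzyme fragment complementation signal reports receptor beta-arrestin coupling in cells; 0% = agonist plus DMSO wells and 100% = wells without agonist; some results beyond the cut were filed as inactive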
Target sequence (P32249 whole entry, looked up, the tested form may be a part): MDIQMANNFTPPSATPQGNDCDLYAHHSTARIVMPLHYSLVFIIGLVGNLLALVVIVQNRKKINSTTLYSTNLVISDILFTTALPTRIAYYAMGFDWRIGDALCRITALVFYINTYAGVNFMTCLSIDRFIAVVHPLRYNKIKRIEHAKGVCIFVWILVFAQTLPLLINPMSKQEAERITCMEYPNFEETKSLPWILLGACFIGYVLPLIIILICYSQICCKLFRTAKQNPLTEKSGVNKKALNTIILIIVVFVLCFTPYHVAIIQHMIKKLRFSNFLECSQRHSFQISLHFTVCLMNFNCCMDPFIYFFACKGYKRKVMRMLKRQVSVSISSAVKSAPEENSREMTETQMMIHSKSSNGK
CCR6 antag = CCR6 receptor antagonists, primary screen, cell-based, CHO-K1, luminescence, beta-arrestin, uHTS | C-C chemokine receptor type 6 (Homo sapiens), P51684 | CHO-K1 CCR6 PathHunter beta-arrestin, CCL20-stimulated | inhibition, % at 20 µM | 0.49% of 340,000 active | AID 493098, 2011;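 active means compounds whose inhibition of the agonist-driven luminescence signal at 20 µM reaches about 50%, limit read from the data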;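 further: cells stimulated with CCL20 at 14 nM final; plate controls were DMSO with CCL20 for no effect and DMSO without agonist for full effect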
Target sequence (P51684 whole entry, looked up): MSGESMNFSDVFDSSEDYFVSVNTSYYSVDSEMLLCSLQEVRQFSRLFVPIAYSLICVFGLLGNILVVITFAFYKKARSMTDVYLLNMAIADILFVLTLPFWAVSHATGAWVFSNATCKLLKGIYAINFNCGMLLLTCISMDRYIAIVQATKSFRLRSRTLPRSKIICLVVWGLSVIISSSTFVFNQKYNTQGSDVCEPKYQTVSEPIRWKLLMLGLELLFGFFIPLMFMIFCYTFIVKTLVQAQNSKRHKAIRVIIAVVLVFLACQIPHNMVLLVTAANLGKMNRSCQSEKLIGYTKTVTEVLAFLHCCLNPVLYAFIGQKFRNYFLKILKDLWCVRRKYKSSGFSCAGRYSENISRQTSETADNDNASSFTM
Mdm2 MdmX PPI = inhibitors of human Mdm2-MdmX association, primary screen, cell-based, luminescence, split luciferase, SaOS-2, uHTS; Protein Mdm4 (Homo sapiens) + E3 ubiquitin-protein ligase Mdm2 (Homo sapiens), …; SaOS-2 split-luciferase Mdm2/MdmX complementation; inhibition, % at 8 µM; 3% of 330,000 active;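 active means inhibition of at least 50% at 8 µM in the primary screen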
UPR CHOP act = activators of apoptotic CHOP UPR arm, primary screen, cell-based, CHO-CHOP luciferase reporter, luminescence, uHTS | UPR activation; percent of tunicamycin response over DMSO baseline | activation, % at 10 µM | 0.34% of 330,000 active;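 active means at 10 µM dose, activation of 40% or more, normalized to positive control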;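 further: 100% = tunicamycin at 10 µg/mL and 0% = DMSO alone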
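Test system: CHO-CHOP cells, stable luciferase reporter of PERK-eIF2a-CHOP signalling | Quantity: 500 CHO-CHOP cells per well | Buffer or medium: F12 plus 10% serum | Compound dosing: 10 µM single point, 0.5% DMSO | Schedule: 6 h compound treatment, 37 °C | Signal: Luciferase luminescence | Control set: Tunicamycin high control, DMSO low control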
CXCR6 block = CXCR6 receptor inhibitors, primary screen, cell-based, beta-arrestin, luminescence, CHO-K1 PathHunter, 1536-well | C-X-C chemokine receptor type 6 (Homo sapiens), O00574 | inhibition, % at 20 µM | 0.36% of 360,000 active | AID 602244, 2012; in the data active means inhibition above about 34%, passing the limit was not always enough;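 further: antagonist mode with CXCL16 agonist at 10 nM final; 0% = 10 nM CXCL16 with DMSO and 100% = unstimulated wells without agonist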
Target sequence (O00574 whole entry, looked up): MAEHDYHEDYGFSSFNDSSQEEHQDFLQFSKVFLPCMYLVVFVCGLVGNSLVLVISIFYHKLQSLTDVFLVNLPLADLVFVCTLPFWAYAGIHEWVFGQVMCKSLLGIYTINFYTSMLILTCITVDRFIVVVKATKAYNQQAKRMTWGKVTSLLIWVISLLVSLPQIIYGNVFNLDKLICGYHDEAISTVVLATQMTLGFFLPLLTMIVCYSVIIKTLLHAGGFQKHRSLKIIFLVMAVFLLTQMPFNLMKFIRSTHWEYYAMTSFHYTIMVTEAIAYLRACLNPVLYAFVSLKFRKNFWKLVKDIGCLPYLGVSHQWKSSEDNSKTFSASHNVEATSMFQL
* hit, by the source's call.

`CCOC(=O)C(NC(C)=O)C(=O)Nc1ccc(C(C)(C)C)cc1` (configuration not stated) gave Gli-Sufu antag -17, Jurkat NFkB inh 4, 697 NFkB inh 6, XBP1 UPR activ 3, EBI2 block -8, CCR6 antag 8, Mdm2 MdmX PPI 24, UPR CHOP act -3.3 and CXCR6 block -6.
Screening N#CCSc1ccccc1NC(=O)COc1ccc(-c2nnco2)cc1 returned Gli-Sufu antag -5, Jurkat NFkB inh 9, 697 NFkB inh 5, XBP1 UPR activ 1, EBI2 block -4, CCR6 antag 3, Mdm2 MdmX PPI 4, UPR CHOP act 0.8 and CXCR6 block -13.
Screening CCN(CC)C(=O)CSc1nc2cc3c(cc2c(=O)n1Cc1ccc(OC)cc1)OCO3 returned Jurkat NFkB inh -8, 697 NFkB inh -29, XBP1 UPR activ 4, EBI2 block 3, CCR6 antag 12, Mdm2 MdmX PPI -17, UPR CHOP act -3.0 and CXCR6 block 4.
Screening Cc1ccc(C2/C=C\CC(NC(=O)OCC3c4ccccc4-c4ccccc43)CC(=O)N2Cc2ccccc2)cc1 (configuration not stated) returned Gli-Sufu antag -12, 697 NFkB inh 6, XBP1 UPR activ 0, EBI2 block 17, CCR6 antag 24, Mdm2 MdmX PPI 19, UPR CHOP act 1.5 and CXCR6 block 17.
OCCNc1nc(-c2ccccc2)nc2ccccc12 was read as Gli-Sufu antag 1, Jurkat NFkB inh -4, 697 NFkB inh 13, XBP1 UPR activ 0, EBI2 block -6, CCR6 antag 10, Mdm2 MdmX PPI 8, UPR CHOP act -1.4 and CXCR6 block -3.
Screening Cc1ccc(S(=O)(=O)Nc2ccc3cn[nH]c3c2)c(C)c1 returned Gli-Sufu antag 8, Jurkat NFkB inh 2, 697 NFkB inh -1, XBP1 UPR activ -1, EBI2 block 7, CCR6 antag -5, Mdm2 MdmX PPI 37, UPR CHOP act -1.8 and CXCR6 block -24.
Screening Cn1c2c(c(=O)n(C)c1=O)C(NS(=O)(=O)c1ccc(Cl)cc1)(C(F)(F)F)C(=O)N2 (configuration not stated) returned Gli-Sufu antag -16, Jurkat NFkB inh 1, 697 NFkB inh -13, XBP1 UPR activ -4, EBI2 block -9, CCR6 antag 10, Mdm2 MdmX PPI 21, UPR CHOP act -4.0 and CXCR6 block 4.
For O=Cc1ccc(OC(=O)CCCCC(=O)Oc2ccc(C=O)cc2)cc1 the results were Gli-Sufu antag 4, Jurkat NFkB inh -8, 697 NFkB inh -12, XBP1 UPR activ -1, EBI2 block -6, CCR6 antag -12, Mdm2 MdmX PPI 11, UPR CHOP act -0.4 and CXCR6 block -2.
For CCC(CC)NC(=O)Nc1ccc(C)cc1 the results were Gli-Sufu antag -1, Jurkat NFkB inh -3, 697 NFkB inh 2, XBP1 UPR activ 0, EBI2 block -13, CCR6 antag -8, Mdm2 MdmX PPI 13, UPR CHOP act -0.9 and CXCR6 block 2.
For CC(C)c1ccc(NC(=O)Nc2cc3sccc3n2C)cc1 the results were Gli-Sufu antag -2, Jurkat NFkB inh -4, 697 NFkB inh -13, XBP1 UPR activ -1, EBI2 block 8, CCR6 antag 7, Mdm2 MdmX PPI 24, UPR CHOP act 0.5 and CXCR6 block 3.
For CCSc1cnn(-c2ccccc2)c(=O)c1SCC the results were Gli-Sufu antag 3, Jurkat NFkB inh 4, 697 NFkB inh -37, XBP1 UPR activ -2, EBI2 block -4, CCR6 antag 7, Mdm2 MdmX PPI 21, UPR CHOP act -1.8 and CXCR6 block 2.
For Cc1cc(-c2nnc(CCC(=O)NC(Cc3ccccc3)c3ccccc3)o2)no1 (configuration not stated) the results were Gli-Sufu antag 7, Jurkat NFkB inh 6, 697 NFkB inh -3, XBP1 UPR activ 0, EBI2 block -6, CCR6 antag 9, Mdm2 MdmX PPI -6, UPR CHOP act 0.9 and CXCR6 block -1.
For CCN(c1ccc(OC)cc1)S(=O)(=O)c1nnc(NC(=O)c2ccco2)s1 the results were Gli-Sufu antag -22, Jurkat NFkB inh 6, 697 NFkB inh -11, XBP1 UPR activ 0, EBI2 block -9, CCR6 antag -24, Mdm2 MdmX PPI 12, UPR CHOP act 1.0 and CXCR6 block 1.
For CCOc1ccc(NC(=O)CCS(=O)(=O)c2ccc(C)cc2)cc1 the results were Gli-Sufu antag 7, Jurkat NFkB inh 5, 697 NFkB inh 3, XBP1 UPR activ -1, EBI2 block -8, CCR6 antag 2, Mdm2 MdmX PPI -6, UPR CHOP act 2.0 and CXCR6 block -1.
For CC(C1CC1)N(C(=O)NC1CCS(=O)(=O)C1)c1ccccc1 (configuration not stated) the results were Gli-Sufu antag 13, Jurkat NFkB inh 16, 697 NFkB inh 19, XBP1 UPR activ 0, EBI2 block 3, CCR6 antag -1, Mdm2 MdmX PPI 15, UPR CHOP act 3.1 and CXCR6 block 1.
Screening COc1cccc(NC(=O)Cc2ccc(C)cc2)c1 returned Gli-Sufu antag -32, Jurkat NFkB inh -5, 697 NFkB inh -2, XBP1 UPR activ -1, EBI2 block 5, CCR6 antag -4, Mdm2 MdmX PPI -39, UPR CHOP act 0.8 and CXCR6 block -4.
`CN1CCN(C(=O)/C=C/c2ccc3c(c2)OCO3)CC1` gave Gli-Sufu antag -7, Jurkat NFkB inh 5, 697 NFkB inh -22, XBP1 UPR activ 2, EBI2 block 37, CCR6 antag 20, Mdm2 MdmX PPI -12, UPR CHOP act 0.0 and CXCR6 block -11.
`COc1ccc(-c2cc(C(=O)Nc3ccc(S(N)(=O)=O)cc3)c3ccccc3n2)cc1OC` gave Gli-Sufu antag -2, Jurkat NFkB inh -13, 697 NFkB inh 13, XBP1 UPR activ 3, EBI2 block 13, CCR6 antag 7, Mdm2 MdmX PPI 49, UPR CHOP act -0.8 and CXCR6 block 3.
`CCN(CC)CCNC(C(=O)Nc1ccc([N+](=O)[O-])cc1Br)c1ccccc1` (configuration not stated) gave Gli-Sufu antag 6, Jurkat NFkB inh 0, 697 NFkB inh -4, XBP1 UPR activ -1, EBI2 block 0, CCR6 antag 6, Mdm2 MdmX PPI 12, UPR CHOP act 2.0 and CXCR6 block 0.
CCSc1nnc(NC(=O)CSC2=NN3CCCC(=O)N=C3S2)s1 was read as Gli-Sufu antag -5, Jurkat NFkB inh 4, 697 NFkB inh 2, XBP1 UPR activ -1, EBI2 block -16, CCR6 antag 14, Mdm2 MdmX PPI 25, UPR CHOP act 0.1 and CXCR6 block 6.
For C1=C[C@H]2CC[C@@H]1N(c1ccccc1)O2 the results were Gli-Sufu antag 5, 697 NFkB inh 8, XBP1 UPR activ 2, EBI2 block -13, CCR6 antag 0, Mdm2 MdmX PPI 10, UPR CHOP act 0.0 and CXCR6 block -2.
CCOC(=O)C1C(=O)NC(N2CCN(c3ccccc3)CC2)=NC1c1ccco1 (configuration not stated) was read as Gli-Sufu antag 3, Jurkat NFkB inh -8, 697 NFkB inh 10, XBP1 UPR activ 1, EBI2 block -6, CCR6 antag -15, Mdm2 MdmX PPI 7, UPR CHOP act -3.4 and CXCR6 block 9.
CCOC(=O)CN1C(=O)SC(CC(=O)Nc2nccs2)C1=O (configuration not stated) was read as Gli-Sufu antag -18, Jurkat NFkB inh -1, 697 NFkB inh 7, XBP1 UPR activ 0, EBI2 block 3, CCR6 antag -9, Mdm2 MdmX PPI 17, UPR CHOP act 0.2 and CXCR6 block 11.
For Cc1ccc(NC(=O)c2ccc(NS(=O)(=O)c3cccc4cccnc34)cc2)cc1 the results were Gli-Sufu antag -4, Jurkat NFkB inh -4, 697 NFkB inh 0, XBP1 UPR activ -4, EBI2 block 40, CCR6 antag 4, Mdm2 MdmX PPI 33, UPR CHOP act 0.9 and CXCR6 block -6.
Cc1ccc(NC(=O)CN(C)CC(=O)Nc2ccc(F)c(F)c2F)c(Cl)c1 was read as Gli-Sufu antag 40, Jurkat NFkB inh 1, 697 NFkB inh 24, XBP1 UPR activ 2, EBI2 block 1, CCR6 antag 10, Mdm2 MdmX PPI 12, UPR CHOP act -0.2 and CXCR6 block -7.
`CN(Cc1ccccc1)Cc1ccccc1F` gave Gli-Sufu antag 0, Jurkat NFkB inh 15, 697 NFkB inh 13, XBP1 UPR activ 1, EBI2 block -6, CCR6 antag 4, Mdm2 MdmX PPI 20, UPR CHOP act 1.9 and CXCR6 block -9.
`CCC(=O)N1CCc2cc(S(=O)(=O)NCCC(=O)N3CCN(c4ccccc4)CC3)ccc21` gave Gli-Sufu antag 29, Jurkat NFkB inh -9, 697 NFkB inh 13, XBP1 UPR activ -4, EBI2 block -6, CCR6 antag 11, Mdm2 MdmX PPI 14, UPR CHOP act -0.4 and CXCR6 block 4.
Screening O=C(NCCCn1ccnc1)C1CCN(S(=O)(=O)c2ccc(F)cc2)CC1 returned Gli-Sufu antag -4, Jurkat NFkB inh -9, 697 NFkB inh -18, XBP1 UPR activ -1, EBI2 block 2, CCR6 antag 5, Mdm2 MdmX PPI 22, UPR CHOP act 2.7 and CXCR6 block 8.
For CCn1c(SC/C=C/c2ccccc2)nnc1-c1cccs1 the results were Gli-Sufu antag 0, Jurkat NFkB inh 10, 697 NFkB inh 0, XBP1 UPR activ 0, EBI2 block 10, CCR6 antag 5, Mdm2 MdmX PPI 18, UPR CHOP act -0.1 and CXCR6 block -1.
Screening CC(C)c1onc(C(=O)N2CCN(Cc3ccccc3)CC2)c1[N+](=O)[O-] returned Gli-Sufu antag 5, Jurkat NFkB inh -11, 697 NFkB inh -1, XBP1 UPR activ -3, EBI2 block 3, CCR6 antag -1, Mdm2 MdmX PPI 10, UPR CHOP act 0.4 and CXCR6 block -4.
`OCCC1CN(Cc2ccc3nsnc3c2)CCN1CCc1ccccc1` (configuration not stated) gave Gli-Sufu antag 8, Jurkat NFkB inh 14, 697 NFkB inh 8, XBP1 UPR activ 1, EBI2 block -2, CCR6 antag 1, Mdm2 MdmX PPI 0, UPR CHOP act -2.3 and CXCR6 block -4.

Reprinted at random: two entries already listed
Screening CC(C)c1onc(C(=O)N2CCN(Cc3ccccc3)CC2)c1[N+](=O)[O-] returned Gli-Sufu antag 5, Jurkat NFkB inh -11, 697 NFkB inh -1, XBP1 UPR activ -3, EBI2 block 3, CCR6 antag -1, Mdm2 MdmX PPI 10, UPR CHOP act 0.4 and CXCR6 block -4.
For CCSc1cnn(-c2ccccc2)c(=O)c1SCC the results were Gli-Sufu antag 3, Jurkat NFkB inh 4, 697 NFkB inh -37, XBP1 UPR activ -2, EBI2 block -4, CCR6 antag 7, Mdm2 MdmX PPI 21, UPR CHOP act -1.8 and CXCR6 block 2.

Screening data deposited in PubChem by Sanford-Burnham Center for Chemical Genomics.
